PKA-R1A activ = activators of PKA-R1A holoenzyme, primary screen, biochemical, fluorescence polarization, Cy5-IP20, bovine R1A, mouse PKAc. PKA-R1A dissociation; scaled: DMSO 0%, 113 µM cGMP 100%. activation, % at 11.4 µM. hit rate 0.083% among 340,000. AID 504707, 2011;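 active = percent activation above the mean of all tested compounds plus 3 SD, cut at about 19% in these data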;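 also: higher means more PKAc released from R1A so a rise in polarization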
Arrestin-AP2 inh = inhibitors of beta-arrestin/AP2 binding, primary screen, biochemical, GPCR trafficking, flow cytometry. FITC-arrestin peptide / GST-AP2 beads; AP2 beta2 appendage carries R879A mutation. inhibition, % at 10 µM. hit rate 0.31% among 340,000. AID 504490, 2011;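 active = inhibition above a set limit, near 3 SD of compounds lacking own fluorescence, cut at about 54% in these data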;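 also: plate controls were DMSO wells for no effect and 5 µM unlabelled arrestin peptide for full effect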
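System: GST-tagged AP2 beta2-adaptin appendage (R879A) on 4 µm glutathione beads / Reagent: FITC-arrestin peptide, 50 nM / Detection: HyperCyt-sampled flow cytometry, FL1 channel, ex 488/em 535 nm / Timing: 12 min plus 1 h, RT / Buffer or medium: PBS plus Tween 20 (0.05%) and BSA (0.1%)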
MITF TRPM1 HTS = activators of MITF-driven TRPM1 promoter reporter, primary screen, cell-based, SK-MEL-5, luciferase, single point | activation, % at 12.5 µM | SK-MEL-5 TRPM1-promoter luciferase, 24 h; % of positive control, neutral wells = 0 | hit rate 0.75% among 300,000;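 active = mean activation of at least 80% with every replicate also reaching 80%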;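 also: 0% = neutral control wells and 100% = parthenolide positive control wells; values of inactives mirror those of a sister screen read the other way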
Pemphigus Ab inh = inhibitors of pemphigus antibody binding to DSG3, primary screen, biochemical, bead-based, flow cytometry, scFv-GFP; AID 588358, 2011; DSG3-coupled beads, scFv-anti-DSG3-GFP binding; active compounds read low; hit rate 0.48% among 310,000; binding (percent of control), % at 10 µM;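 active = binding more than 3 SD below its plate's average and above zero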;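 also: hits lower antibody fragment binding to DSG3; some compounds called inactive have numbers as strong as hits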
Target sequence (P32926 whole entry, looked up, the tested form may be a part): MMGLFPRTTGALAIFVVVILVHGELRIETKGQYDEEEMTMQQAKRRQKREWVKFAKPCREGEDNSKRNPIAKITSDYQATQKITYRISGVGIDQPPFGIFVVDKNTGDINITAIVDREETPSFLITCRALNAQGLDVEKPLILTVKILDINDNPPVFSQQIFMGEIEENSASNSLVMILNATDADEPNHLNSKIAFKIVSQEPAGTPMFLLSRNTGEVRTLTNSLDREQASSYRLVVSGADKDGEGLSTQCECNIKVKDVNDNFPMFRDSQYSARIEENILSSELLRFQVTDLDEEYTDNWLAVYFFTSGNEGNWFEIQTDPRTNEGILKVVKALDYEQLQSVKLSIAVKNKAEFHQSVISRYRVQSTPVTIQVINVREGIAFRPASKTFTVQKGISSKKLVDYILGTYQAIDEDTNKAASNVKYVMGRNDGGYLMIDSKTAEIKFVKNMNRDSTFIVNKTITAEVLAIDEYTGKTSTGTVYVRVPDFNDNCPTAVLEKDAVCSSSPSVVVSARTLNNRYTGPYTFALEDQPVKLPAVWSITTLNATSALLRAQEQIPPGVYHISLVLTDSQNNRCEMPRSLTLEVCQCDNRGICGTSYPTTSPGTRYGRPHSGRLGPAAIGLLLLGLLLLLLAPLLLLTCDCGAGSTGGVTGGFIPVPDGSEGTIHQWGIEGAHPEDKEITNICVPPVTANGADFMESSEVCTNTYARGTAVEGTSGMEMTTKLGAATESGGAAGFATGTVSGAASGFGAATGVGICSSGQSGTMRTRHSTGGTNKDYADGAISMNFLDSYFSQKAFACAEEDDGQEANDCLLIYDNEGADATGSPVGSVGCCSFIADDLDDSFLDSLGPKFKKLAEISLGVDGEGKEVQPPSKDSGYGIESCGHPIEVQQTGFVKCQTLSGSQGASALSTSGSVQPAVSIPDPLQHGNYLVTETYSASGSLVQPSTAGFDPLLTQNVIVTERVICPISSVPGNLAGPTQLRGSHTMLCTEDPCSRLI
SR-BI HDL uptake = inhibitors of SR-BI mediated HDL lipid uptake, primary screen, ldlA[mSR-BI] cells, fluorescence, single point | Scavenger receptor class B member 1 (Mus musculus), Q61009 | ldlA[mSR-BI] CHO cells, DiI-HDL uptake fluorescence, 3 h | inhibition, % at 12.5 µM | hit rate 0.96% among 320,000 | AID 488896, 2010;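 active = mean replicate inhibition of at least 70% and a set share of replicates each scoring 70 or more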;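 also: 0% = median of neutral control wells and 100% = median of positive control wells; values of inactives mirror those of a sister screen read the other way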
CDK5 inh = inhibitors of human CDK5/p35 kinase, primary screen, biochemical, single concentration; Cyclin-dependent kinase 5 (Homo sapiens) + Cyclin-dependent kinase 5 activator 1 (Homo …; inhibition, % at 10 µM; AID 488839, 2010; hit rate 0.01% among 330,000; Recombinant CDK5/p35, ADP-Glo luminescence, 60 min;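 active = highest replicate inhibition of at least 50% and at least 75% of replicates reaching 50%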;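 also: plate controls were DMSO neutral control for no effect and GW8510 at 10 µM for full effect; many of its hits are not listed in these tables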
Mot1-301 SUMO = yeast Mot1-301 growth rescue at high temperature, primary screen, SUMOylation pathway inhibitor project, S. cerevisiae, ATP luminescence, 38.5C; S. cerevisiae Mot1-301 growth rescue; percent above DMSO median, 100 means doubled; growth rescue, % at 18.8 µM; hit rate 1% among 320,000;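 active = every valid replicate shows activation above 250% relative to neutral control wells; inactive = the rest, any valid replicate at or below 250%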;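 also: OY570 slx delta 5 strain wells were the positive control but not used for scaling; some compounds called inactive have numbers as strong as hits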
dFosB activator = activators of delta FosB homodimer, primary screen, biochemical, fluorescence polarization, TAMRA-CDK5 oligo, single point. Protein FosB (Mus musculus), P13346. purified delta FosB; percent of positive-control signal above neutral wells. activation, % at 25 µM. hit rate 0.99% among 340,000. AID 493131, 2011;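 active = mean activation above about 17%, with every replicate also reaching it, limit read from the data, passing the limit was not always enough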;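 also: fluorescence polarization rise as delta FosB binds a TAMRA Cdk5 AP-1 oligo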
SR-BI DiI-HDL act = activators of SR-BI mediated DiI-HDL uptake, primary screen, ldlA[mSR-BI] CHO cells, DiI fluorescence. 3 h; 100 = double the neutral-control signal. activation, % at 12.5 µM. hit rate 0.096% among 320,000. AID 504775, 2011;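 active = mean replicate activation of at least 60% and every replicate at or above 60%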;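 also: 0% = median plate neutral-control signal and 100% = twice that signal; values of inactives mirror those of a sister screen read the other way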
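System: CHO ldlA[mSR-BI] cells / Medium: HEPES-buffered (25 mM, pH 7.4) F12 plus 0.5% BSA / Probe or stimulus: labelled HDL, 10 µg/mL / Doses: single compound concentration, delivered by pin transfer / Schedule: 3 h, 37 °C / Measured by: DiI fluorescence, bottom read / Measure: cell-associated DiI fluorescence as measure of HDL uptake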
NSD2 inh = NSD2 histone methyltransferase inhibitors, primary screen, biochemical, AlphaScreen, single concentration, set 2; AID 743445, 2014; NSD2 peptide methylation, 120 min; Histone-lysine N-methyltransferase NSD2 (Homo sapiens), O96028; hit rate 0.54% among 310,000; inhibition, % at 12.5 µM; in the data active = inhibition above about 50%
PKA-R2B activ = activators of PKA-R2B holoenzyme, primary screen, biochemical, fluorescence polarization, Cy5-IP20, human; cAMP-dependent protein kinase catalytic subunit beta (Homo sapiens) + cAMP-dependent …; PKA-R2B holoenzyme dissociation; R2B truncated from residue 108, S112A mutant; 0% DMSO only, 100% 113 µM cGMP; activation, % at 11.4 µM; hit rate 0.079% among 340,000;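 active = activation above a cutoff set at the mean over all compounds plus 3 SD, cut at about 18% in these data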;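 also: higher means more holoenzyme dissociation and a rise in polarization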
Numbers without * were called inactive; nt = not tested or not shown. Random draw from the library; 4.7% or so of the library scored in one or more.

SMILES | PKA-R1A activ | Arrestin-AP2 inh | MITF TRPM1 HTS | Pemphigus Ab inh | SR-BI HDL uptake | CDK5 inh | Mot1-301 SUMO | dFosB activator | SR-BI DiI-HDL act | NSD2 inh | PKA-R2B activ
COc1cc(NC(=O)CNc2ccc(Cl)c(S(=O)(=O)N3CCOCC3)c2)cc(OC)c1 | -6 | 5 | -13 | 98 | 21 | 1.0 | 3 | -6 | -21 | 1 | 2
COC(=O)C1=C(C(=O)OC)SC2(S1)C(C(=O)OC)=C(C(=O)OC)SC1=C2c2cc(C)cc(C)c2NC1(C)C | -5 | -2 | 0 | 96 | 16 | 0.0 | nt | -1 | -16 | 2 | -10
COCCCn1c(=O)/c(=C\c2ccccc2OC(C)C)s/c1=C(/C#N)C(=O)Nc1ccc(C(=O)O)cc1 | 1 | -3 | -2 | 126 | -5 | -10 | -9 | -18 | 5 | nt | -15
COc1ccc(CC(NC(C)=O)C(=O)NC2CCN(C(=O)c3ccc([N+](=O)[O-])cc3)CC2)cc1OC (stereo not drawn) | 0 | -7 | -5 | 96 | -6 | 1.0 | -17 | -3 | 6 | -16 | 3
CCn1cc(C(=O)NP(=O)(Nc2ccc(C)cc2)Nc2ccc(C)cc2)c2ccccc21 | 6 | 4 | -4 | 101 | -165 | 0.2 | 0 | 36* | 165* | -1 | -1
Cn1nnnc1SCCNS(=O)(=O)c1ccccc1 | 5 | 4 | 2 | nt | -4 | -1.0 | 5 | -2 | 4 | 0 | 3
O=C(Cn1ncc2c(=O)oc3ccccc3c21)N(Cc1ccco1)C1CCCCC1 | 2 | 8 | nt | 90 | 1 | -0.8 | 0 | 7 | -1 | nt | -2
CC(=O)Nc1sc(C)c(C)c1C(=O)OC(C)C | -3 | 12 | 5 | 108 | 28 | 1.2 | 12 | 4 | -28 | -1 | -5
O=C(c1ccc2oc(Cc3ccc(Cl)cc3)nc2c1)N1CCCCC1CCO (stereo not drawn) | -4 | -18 | 7 | 103 | 6 | -2.8 | -6 | -5 | -6 | -2 | 10
Cc1nn(C)cc1C(C(=O)NC1CCCCC1)N(Cc1ccc(F)cc1)C(=O)c1cnccn1 (stereo not drawn) | nt | -7 | 9 | 54* | -2 | -4.7 | -9 | 6 | 2 | -2 | nt
CN(N=C(c1ccccc1)c1ccccc1)c1ccccc1 | -4 | -5 | 0 | nt | 22 | 0.1 | nt | 3 | -22 | 3 | -7
COc1ccc(CNC(=O)N[C@@H](CC(C)C)C(=O)O)cc1OC | 5 | 25 | 13 | 94 | nt | 0.9 | -10 | -2 | nt | 1 | -4
CCCOc1ccc(/C=C/C(=O)Nc2ccc([N+](=O)[O-])cc2)cc1 | -5 | 4 | -20 | 102 | 21 | 0.1 | 3 | -12 | -21 | 1 | -9
COc1ccc(C)cc1NC(=O)c1ccc(S(=O)(=O)N2CCCCC2)cc1 | 4 | 3 | -9 | 107 | 0 | 0.4 | -8 | -18 | 0 | 4 | 9
CCN(C(=O)CSc1nccc(=O)[nH]1)c1cccc2ccccc12 | -2 | -10 | 4 | 113 | -7 | -1.5 | -1 | 0 | 7 | -4 | 0
Cc1csc2nc(CNC(=O)c3ccco3)cn12 | 6 | -1 | 26 | 101 | -13 | 0.8 | -20 | 4 | 13 | -3 | -1
COc1ccc(-c2[nH]ncc2CN2CCCO2)c(F)c1 | 1 | 34 | -2 | 97 | nt | -0.5 | 1 | -7 | nt | -3 | 8
Cc1ccc(-c2ccc(/C=C(\C#N)C(N)=S)n2C)cc1 | -9 | 4 | nt | nt | nt | -1.4 | 3 | -8 | nt | 3 | -6
Cc1noc(NS(=O)(=O)c2ccc(NC(=O)c3ccc(Cl)c(S(=O)(=O)N(C)c4ccccc4)c3)cc2)c1C | -7 | 1 | -1 | 101 | 6 | 0.3 | nt | -1 | -6 | 13 | -7
Cc1cccc(C)c1OCCNC(=O)OCc1ccccc1 | 5 | -18 | 10 | 101 | -1 | -0.5 | -12 | -4 | 1 | -5 | -7
O=S(=O)(NCC1OCCc2ccccc21)c1ccccc1 (stereo not drawn) | 0 | -7 | nt | 93 | -14 | -0.7 | -12 | 7 | 14 | 1 | 7
CC(=O)NC(Cc1ccccc1)C(=O)OCC(=O)c1ccc(F)cc1 (stereo not drawn) | -5 | 0 | 6 | nt | -5 | 0.1 | 0 | -1 | 5 | -3 | 9
S=C1CCC(c2ccc(Br)cc2)=NN1c1ccccc1 | -1 | -5 | 8 | 113 | -9 | -1.6 | 3 | -2 | 9 | 3 | -12
COC(=O)CSc1nnc(-c2ccc(NS(=O)(=O)c3ccccc3)cc2)o1 | -9 | -2 | nt | 96 | -25 | 0.6 | -11 | -11 | 25 | nt | -11
Cc1cc(C(=O)NCCCN2CC(C)CC(C)C2)n(-c2ccccc2)n1 (stereo not drawn) | 1 | 12 | 14 | 96 | nt | 0.8 | -4 | 5 | nt | nt | -8
Going on with the list.
SMILES | PKA-R1A activ | Arrestin-AP2 inh | MITF TRPM1 HTS | Pemphigus Ab inh | SR-BI HDL uptake | CDK5 inh | Mot1-301 SUMO | dFosB activator | SR-BI DiI-HDL act | NSD2 inh | PKA-R2B activ
CC(C)C[C@H](NC(=O)c1nc[nH]c1C(=O)NC1CCNCC1)C(=O)OC(C)(C)C | -1 | 9 | 22 | 107 | -3 | 0.3 | 89 | -25 | 3 | nt | 4
COc1ccccc1C(C(C(=O)c1ccccc1)N1CCOCC1)N1CCOCC1 (stereo not drawn) | 6 | -8 | -8 | 85 | -17 | 0.1 | nt | -12 | 17 | 3 | -1
Cc1ccc2nc(SCC(=O)c3ccccc3)nc(=O)n2c1 | 6 | -8 | 71 | 100 | -12 | -3.1 | -4 | -10 | 12 | 0 | -1
CCCCCC(=O)Nc1cccc2ccccc12 | 4 | -9 | -11 | 106 | 2 | 3.2 | -17 | -7 | -2 | -4 | 1
CCc1ccccc1Nc1nc(N)nc(CSCC(=O)Nc2ccc(C)c(C)c2)n1 | -4 | -8 | -8 | 85 | 9 | 0.0 | 30 | -10 | -9 | -1 | -3
COc1cccc(C2CC(c3cccc(OC)c3)n3nc(N)nc3N2)c1 (stereo not drawn) | -10 | 12 | 2 | 110 | 6 | 3.8 | -20 | 3 | -6 | nt | -5
O=C1CC/C=C\C[C@@H](CC(=O)N(CCO)Cc2ccccc2)C(=O)N2CCC[C@H]2CO1 | -10 | 16 | -1 | 106 | -9 | -1.3 | -15 | -7 | 9 | nt | 1
CC(=O)Nc1ccc(NS(=O)(=O)c2cc([N+](=O)[O-])ccc2C)cc1 | 1 | 19 | -22 | 101 | 1 | -0.8 | 3 | -8 | -1 | 1 | 10
OCCC1CN(Cc2cccc3nonc23)CCN1Cc1ccsc1 (stereo not drawn) | -19 | 0 | -2 | 100 | -16 | -2.2 | 513 | 0 | 16 | nt | 7
Cc1ccccc1NC(=O)c1ccccc1-c1ccccc1 | -5 | -6 | -5 | 103 | 4 | -0.8 | -2 | 6 | -4 | -1 | 4
COc1ccc(C(=O)Cn2c(C(=O)/C=C/c3ccccc3)nc3ccccc32)cc1 | 7 | 8 | nt | 103 | 2 | -1.0 | 30 | -4 | -2 | 0 | -3
Nc1ccccc1SC(C[N+](=O)[O-])c1ccccc1 (stereo not drawn) | -2 | 8 | nt | 99 | -5 | 3.3 | 782 | -7 | 5 | nt | -13
CSc1nnc(CNC(=O)c2ccccc2)n1-c1ccc(F)cc1 | 3 | 5 | -5 | 100 | -15 | -2.5 | -1 | -7 | 15 | nt | 7
NS(=O)(=O)c1cccc(NC(=O)c2cncc(Br)c2)c1 | -9 | -1 | 9 | 101 | nt | 2.8 | 305 | 2 | nt | nt | -11
O=C(c1ccc(CSCc2ccccc2F)o1)N1CCN(c2ccc(N3CCOCC3)nn2)CC1 | -10 | 5 | -9 | 97 | -9 | 1.3 | -9 | -6 | 9 | nt | -7
O=c1[nH]c2ccc([N+](=O)[O-])cc2[nH]1 | -1 | 26 | -4 | 114 | -9 | 0.2 | nt | 0 | 9 | 1 | 6
Cc1ccc(Nc2nnc(SCC(O)=C(C#N)c3nc4ccccc4[nH]3)s2)c(C)c1 | 1 | 9 | -6 | nt | 22 | 0.3 | nt | -8 | -22 | -1 | -6
O=C1CCC[C@@H]2[C@H](Cc3ccccc3)[C@@H](O)C[C@@H]3CCN1[C@@H]32 | 2 | 0 | 0 | 96 | -5 | 0.1 | nt | 3 | 5 | nt | 2
CCCN(CC(=O)Nc1ccccc1C)C(=O)Cc1n[nH]c(=O)c2ccccc12 | 5 | -5 | -4 | nt | 4 | 0.9 | 14 | -2 | -4 | nt | 6
COc1ccc(Br)cc1C(=O)Nc1ccc(C(=O)NCC(C)C)cc1 | -3 | -16 | 7 | 109 | 65 | -2.2 | 3 | -4 | -65 | 1 | -3
COc1ccc(C(=O)NCCn2cc(SCC(=O)Nc3cc(C)on3)c3ccccc32)cc1OC | -5 | 6 | -7 | 96 | 35 | -1.8 | 3 | -14 | -35 | 6 | -4
CCC(=O)Nc1cc(=O)[nH]c2nc(-c3ccc(Cl)cc3)nn12 | -16 | 27 | 4 | 98 | nt | 0.2 | -1 | -15 | nt | 0 | -3
COCCCNc1nc2ccccc2nc1NS(=O)(=O)c1ccc(OC)cc1 | 5 | 21 | -9 | nt | 4 | 1.0 | -10 | -11 | -4 | 0 | 1

Looked up above.
Pemphigus Ab inh result of `O=C(c1ccc(CSCc2ccccc2F)o1)N1CCN(c2ccc(N3CCOCC3)nn2)CC1` → 97
NSD2 inh result of `COc1ccccc1C(C(C(=O)c1ccccc1)N1CCOCC1)N1CCOCC1` (stereo not drawn) → 3

Source: PubChem (several laboratories)
